TCR activator: activates T cell receptor signaling. primary human leukocytes, anti-CD3, IL-2 HTRF, 48 h. Potency, µM (series often up to 9.22 µM), for inactives: at the top dose activation of IL-2 secretion, usual class: activators. 330,000 tested, under 10 active; note: % of control where 0% means no effect
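Using a-CD3 beads without co-stimulation, primary human leukocytes were exposed to compounds for 48 hr. An HTRF IL-2 kit measured the cytokine, with europium-to-d2 energy transfer producing emission at 665nm upon 320nm excitation.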
ASM inhibitor: inhibitors of human secretory acid sphingomyelinase. P17405. placental ASM, HMU-PC fluorogenic substrate, 60 min. Potency, µM (titrated, usually from 57.5 µM), for inactives: top-dose activity change, negative = inhibition, actives largely listed as inhibitors. 340,000 tested, 0.006% active. AID 504937; note: potency is the fitted concentration of half-maximal effect
Target sequence (P17405 47-631 limits assumed): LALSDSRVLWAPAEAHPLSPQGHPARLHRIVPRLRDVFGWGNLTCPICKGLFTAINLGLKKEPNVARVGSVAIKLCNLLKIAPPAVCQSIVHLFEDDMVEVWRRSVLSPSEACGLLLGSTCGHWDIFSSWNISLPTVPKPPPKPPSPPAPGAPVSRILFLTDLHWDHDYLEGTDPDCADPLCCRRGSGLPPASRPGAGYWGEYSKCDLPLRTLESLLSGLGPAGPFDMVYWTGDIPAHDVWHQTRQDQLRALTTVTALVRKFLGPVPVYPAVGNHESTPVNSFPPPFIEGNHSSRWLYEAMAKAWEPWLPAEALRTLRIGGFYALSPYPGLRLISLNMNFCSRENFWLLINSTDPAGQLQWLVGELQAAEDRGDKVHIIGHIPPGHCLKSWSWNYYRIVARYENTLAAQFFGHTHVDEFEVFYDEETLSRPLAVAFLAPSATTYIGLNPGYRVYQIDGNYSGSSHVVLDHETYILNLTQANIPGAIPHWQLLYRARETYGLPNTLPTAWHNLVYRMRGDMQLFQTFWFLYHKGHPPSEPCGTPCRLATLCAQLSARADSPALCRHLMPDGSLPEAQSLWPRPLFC
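Human placenta-derived ASM preincubated with compound 10 min at room temperature, then reacted with 9 uM (final) fluorogenic HMU-PC substrate for 60 min at 37 C. Stop solution raises pH to 10; fluorescence read at Ex 386/Em 447 nm.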
Integrin act MD: activators of alpha7 integrin expression for muscular dystrophy; alpha7betagal myoblasts, beta-gal FDG fluorescence, 48 h; Potency, µM (series often up to 38.3 µM), without a hit: at the top dose activation, hits mostly activators; 350,000 tested, 0.064% active; AID 624291;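 note: potency is the fitted concentration of half-maximal effect; 100% = response of the positive control SU9516; nearly all actives have a fitted effect of over 60% in size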
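alpha7betagal+/- myoblasts (passage 13, 250/well) treated 48 h at 37C with compounds at 1:260 dilution of DMSO stock. Lysed, then beta-galactosidase activity read as FDG fluorescence (ex 480/em 540) after 30 min, with pre-read for autofluorescence.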
PTAP TSG101 blk: blocks PTAP/TSG101 interaction to inhibit HIV-1 budding | 340,000 tested, under 10 active | Potency, µM (series often up to 115 µM), for the others: top-dose activity change, negative = inhibition, most hits filed as inhibitors | Q99816 | Fluorescence polarization, FITC-PTAP peptide / Tsg101 binding; active = well fitted inhibition curve with a large enough effect in the main read-out, with a control signal flat, not every such curve was filed as active; inconclusive = small, poorly fitted or top-dose-only effect, or effect the other way, or a change in a side signal; inactive = no such curve, though single readings can be large or run the other way; note: potency is the fitted concentration of half-maximal effect; % of control where 0% means no effect
Target sequence (Q99816 whole entry, looked up): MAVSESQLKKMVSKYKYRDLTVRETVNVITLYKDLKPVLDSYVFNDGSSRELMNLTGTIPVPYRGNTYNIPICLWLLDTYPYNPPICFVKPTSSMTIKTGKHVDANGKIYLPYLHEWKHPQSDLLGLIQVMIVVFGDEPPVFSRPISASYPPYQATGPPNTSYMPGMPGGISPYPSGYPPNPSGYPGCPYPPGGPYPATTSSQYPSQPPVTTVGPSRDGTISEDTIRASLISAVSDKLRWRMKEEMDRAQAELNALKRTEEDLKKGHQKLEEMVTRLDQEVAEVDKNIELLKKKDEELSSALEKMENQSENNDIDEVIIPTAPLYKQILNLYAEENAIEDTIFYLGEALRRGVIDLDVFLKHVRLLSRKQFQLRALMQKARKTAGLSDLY
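Tsg101 binding domain (10 uM final) was mixed with compound and a FITC-labeled PTAP peptide (50 nM final) in HEPES pH 7.5 buffer with NaCl, Tween 20, EDTA and TCEP; fluorescence polarization was read after 20 min at r.t.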
* hit, by the source's call; i = inactive; u = inconclusive; [ ] = dose if it differs, or a comment. Unless noted, calls come from the whole dose curve; as a rule, active = well fitted curve in the direction sought with a large enough effect; inconclusive = small, poorly fitted or top-dose-only effect, or another doubt; inactive = no such curve, though single readings can be large; an effect the other way counts as inactive or inconclusive. This is a subset; count on the stated rates, not on these rows.

SMILES	TCR activator	ASM inhibitor	Integrin act MD	PTAP TSG101 blk
Cc1ccc(Nc2nnc(C)c3ccccc23)c(C)c1	8%	2%	-9%	1%
Cc1ccc(C(=O)C=Cc2cccc(C)c2)cc1	0%	-2%	-24%	-6%
O=C1c2ccccc2C(=O)N1CCC(=O)N1CCc2ccccc21	-1%	-1%	-5%	-3%
CC(=O)N1C[C@H]2CON(C)[C@H]2C[C@H]1c1ccccc1Br	-2%	0%	5%	0%
CN(CC1CCCO1)S(=O)(=O)c1ccc(C(=O)Nc2ccccc2F)cc1 (centres undefined)	-7%	-2%	19%	-4%
CSc1nc(N)c2c(n1)N(C)C=NS2(=O)=O	1%	5%	-5%	-6%
Nc1ccc(Sc2ccccc2)nc1	3%	5%	-10%	-3%
CCc1nc(SCc2nnc(-c3ccc(C)cc3)o2)c2c(C)c(C)sc2n1	-6%	-2%	6%	1%
O=C1CN(N=Cc2ccco2)C(=O)N1	4%	3%	-8%	1%
NC(=O)c1ncn([C@@H]2O[C@H](CNCc3ccc(OCC(=O)Nc4nccs4)cc3)[C@@H](O)[C@H]2O)n1	9%	5%	12%	-2%
CC(C)c1ccc(O)c(C(=O)c2cnn(-c3ccccc3)c2)c1	1%	-4%	11%	0%
O=C(c1cccc(S(=O)(=O)N2CCCC2)c1)N1CCN(S(=O)(=O)c2cccc(Cl)c2)CC1	-3%	2%	u	-6%
CCOc1ccc(-c2nc3c(s2)CCc2onc(-c4ccc(OC)cc4)c2-3)cc1	3%	-5%	21%	0%
CCn1c(=O)c(C(=O)Nc2cccnc2)c(O)c2ccccc21	-3%	-2%	18%	1%
COc1ccc(NC(=O)CCN(c2ccc(OC)cc2)S(=O)(=O)c2ccc(C)c(C)c2)cc1	9%	-9%	-11%	-4%
CC[C@H](C)[C@H]1CNC(=S)N1CC1CCN(CC2CCC(C)CC2)CC1 (some centres undefined)	-2%	5%	0%	2%
NS(=O)(=O)c1cc(C(=O)OCCNC(=O)c2ccccc2)c(Cl)cc1Cl	5%	2%	-15%	-4%
CC(C)NC1(C(N)=O)CCN(Cc2ccccc2)CC1	4%	7%	-11%	-5%
O=C(O)C(Cc1ccc(OS(=O)(=O)Cc2ccccc2)cc1)NS(=O)(=O)Cc1ccccc1 (centres undefined)	0%	3%	26%	-7%
CC(=O)c1ccc(OCCCC(=O)OCC(=O)N2CCN(S(=O)(=O)c3ccc(C)cc3C)CC2)cc1	8%	-4%	-6%	-2%
Cc1ccc(C(=O)NN=Cc2ccc3c(c2)OCO3)cc1	0%	-1%	-16%	-1%
Cc1ccc(CNC(=O)CN(C)S(=O)(=O)c2ccc(F)cc2)cc1	2%	-2%	u	-5%
Cc1ccc(S(=O)(=O)N2CCN(C(=O)c3cc(S(=O)(=O)N4CCOCC4)c(Cl)cc3Cl)CC2)cc1	20%	-4%	-27%	1%
CN1C(=O)CC(N2CCN(c3ccccc3)CC2)C1=O (centres undefined)	0%	5%	7%	-4%
O=C1N[C@@H](Cc2ccccc2)C(=O)N2[C@H]3Nc4ccccc4[C@@]3([C@]34C[C@H]5C(=O)N[C@@H](Cc6ccccc6)C(=O)N5[C@H]3Nc3ccccc34)C[C@@H]12	-4%	5%	-24%	-2%

More results:
SMILES	TCR activator	ASM inhibitor	Integrin act MD	PTAP TSG101 blk
O=C1CCN(Cc2ccc(Cl)cc2Cl)C(=O)N1	2%	-2%	-20%	-6%
CCOC(=O)C[C@H]1c2cc(F)ccc2S(=O)(=O)N1C1CCCC1	3%	6%	-11%	-2%
CCOC(=O)CSc1snnc1C	-6%	2%	0%	-1%
O=C(NC1CCCCC1)c1ccc2c(c1)S(=O)(=O)c1ccccc1C2=O	-5%	5%	0%	-1%
CCNC(COC(=O)c1ccc([N+](=O)[O-])cc1)C1CCCCC1 (centres undefined)	1%	0%	-7%	-6%
Cn1c(=O)[nH]c(N)c(Br)c1=O	-1%	2%	11%	-4%
Cc1cnc(C(=O)N2CCN(S(=O)(=O)c3cc(C(F)(F)F)cc(C(F)(F)F)c3)CC2)cn1	-3%	0%	29%	1%
Clc1ccc(-c2nnc(-c3cccc4ccccc34)o2)cc1	-2%	2%	-15%	-4%
CC(C)NC1CCC(Nc2ccnc3cc(Cl)ccc23)CC1 (centres undefined)	5%	-3%	-71%[inhibitor]	-1%
C/C(=C\C(=O)c1ccc(C)cc1)NCc1ccc(F)cc1	7%	-1%	3%	-6%
CC(C)CN1CC(C)C(=O)NC1=S (centres undefined)	1%	4%	-8%	-1%
COc1ccc(C(=O)N/C(=C\c2ccccc2)C(=O)Nc2ccccc2C(=O)O)cc1	11%	3%	2%	0%
Cn1c2ccccc2c(=O)c2c(=O)n(-c3ccc(F)cc3)c(C3CCCCC3)nc21	8%	1%	-2%	-3%
Cc1ccc(S(=O)(=O)N2CCN(C(=O)COC(=O)COc3ccccc3C(C)C)CC2)c(C)c1	5%	2%	15%	0%
CC1(c2nnc(-c3cccc(Cl)c3)o2)CC(c2ccccc2F)=NO1 (centres undefined)	-1%	0%	-2%	-3%
O=C(NC(=S)Nc1cccc(NC(=S)NC(=O)c2ccccc2)c1)c1ccccc1	6%	0%	-24%	-6%
COCCN1C(=O)N[C@@H](c2ccccc2)[C@H](C(C)=O)[C@H]1C	4%	-2%	-6%	-2%
Cn1c(N)c(C(=O)CNC2CCCCC2)c(=O)n(C)c1=O	-2%	3%	6%	-4%
CCCCN1CC(Br)C(=O)NC1=O (centres undefined)	-1%	5%	-41%	-3%
O=C(Nc1ccccc1N1CCCCC1)c1ccc(-c2cc(Cl)ccc2Cl)o1	-3%	7%	21%	2%
CCON1C(=O)C2(CCCCC2)C(=O)C12C=CCCC2 (centres undefined)	-3%	1%	3%	-2%
CN(C(=O)c1cccc(NC(=O)Cc2ccc(NC(=O)C3CCN(C(=O)C4CC4)CC3)cc2)c1)C1CC1	-1%	-3%	-3%	0%
O=C(NCCc1ccccc1)c1cccc(NC(=O)C2CCCCC2)c1	10%	17%	-17%	-3%
COc1ccc(C2c3c(oc4ccccc4c3=O)C(=O)N2Cc2ccncc2)cc1OC (centres undefined)	-8%	-1%	0%	-3%
COc1ccc(OC)c(NC(=O)C2CC(=O)N(CCc3ccc(F)cc3)C2)c1 (centres undefined)	2%	-1%	1%	-3%

Three compounds out of the list above, ordered by the number in ASM inhibitor, falling.
Molecule,ASM inhibitor
Cn1c2ccccc2c(=O)c2c(=O)n(-c3ccc(F)cc3)c(C3CCCCC3)nc21,1%
CC1(c2nnc(-c3cccc(Cl)c3)o2)CC(c2ccccc2F)=NO1 (centres undefined),0%
O=C1CCN(Cc2ccc(Cl)cc2Cl)C(=O)N1,-2%

Reformatted with bars between the fields: 3 of the compounds above.
Molecule | TCR activator | ASM inhibitor | Integrin act MD | PTAP TSG101 blk
Cc1cnc(C(=O)N2CCN(S(=O)(=O)c3cc(C(F)(F)F)cc(C(F)(F)F)c3)CC2)cn1 | -3% | 0% | 29% | 1%
Clc1ccc(-c2nnc(-c3cccc4ccccc34)o2)cc1 | -2% | 2% | -15% | -4%
CC(C)NC1CCC(Nc2ccnc3cc(Cl)ccc23)CC1 (centres undefined) | 5% | -3% | -71%[inhibitor] | -1%

Further results:
SMILES	TCR activator	ASM inhibitor	Integrin act MD	PTAP TSG101 blk
CC(C)(C)C(=O)Nc1cc(NC(=O)C(C)(C)C)cc(C(=O)Nc2c[nH]c(=O)[nH]c2=O)c1	-2%	1%	-4%	-4%
CCOC(=O)N1C2=NC(C(=O)OC)=C(C(=O)OC)[C@@H]3N(C)c4ccc(OC)cc4[C@]23C[C@H]1C(=O)OC	6%	5%	-30%	-1%
COc1cc(CC2C(=O)OCC2C(=O)c2ccc3c(c2)OCO3)cc(OC)c1OC (centres undefined)	2%	1%	-1%	-4%
Cc1c(C=Nc2ccc(S(=O)(=O)CCO)cc2)c(O)[nH]c(=O)c1C#N	0%	-2%	4%	-2%
Nc1nnnn1-c1cccc([N+](=O)[O-])c1	-1%	0%	11%	1%
COc1ccc(NS(=O)(=O)c2cccc(C(=O)N/N=C/c3c(F)c(F)c(F)c(F)c3F)c2)cc1	9%	-1%	-73%[inhibitor]	1%
Cc1ccccc1OCCn1cc(C(=S)N2CCCC2)c2ccccc21	3%	-6%	-51%[inhibitor]	-11%
CCc1ccc(C2C(=O)c3ccccc3C2=O)cc1	-9%	0%	-4%	-9%
COc1ccc(CCC(=O)N/N=C/c2ccc3c(c2)OCO3)cc1	5%	-3%	-32%	3%
CN(C(=O)c1ccc(NC(=O)Cc2cccc(NC(=O)C3CCN(C(=O)c4ccccc4)CC3)c2)cc1)C1CC1	0%	1%	25%	-3%
O=C(Nc1ccc(Br)cn1)c1ccc2nccnc2c1	1%	2%	15%	-1%
O=C(C=Cc1ccccc1)CC(c1ccccc1)N1CCOCC1 (centres undefined)	1%	-5%	-63%[inhibitor]	-4%
O=C1c2ccc([N+](=O)[O-])cc2C(=O)N1c1ccc([N+](=O)[O-])cn1	2%	-2%	u	-4%
CCOC(=O)C1=NNC(C(=O)OCC)C1c1ccccc1 (centres undefined)	2%	2%	u	-6%
CC(Oc1ccc(Cl)cc1Cl)C(=O)NC(Cc1ccccc1)C(=O)O (centres undefined)	5%	i	0%	-4%
CCN(CC)c1nc(NNC(=O)c2ccccc2)nc(N(CC)CC)n1	-5%	-1%	-4%	-3%
CCCCN1C(N)=NC[C@@H]1CC1CCCCC1	0%	-5%	0%	2%
Cc1ccc(NC(=O)c2cccc(S(=O)(=O)Nc3c(C)n(C)n(-c4ccccc4)c3=O)c2)cc1C	5%	-2%	3%	-4%
O=S(=O)(Cc1ccccc1)NC1c2ccccc2Oc2ccccc21	-7%	u	-17%	-2%
CC(=NO)c1ccc2c(c1)C(=NO)c1ccccc1-2	-1%	-1%	21%	-1%
Cn1c(=O)c2nc(-c3ccccc3)c(-c3ccccc3)nc2n(C)c1=O	-2%	417%[activator]	41%	-4%
CN(C)CCOC1c2ccccc2CSc2ccccc21 (centres undefined)	-6%	3%	24%	0%
NC(=O)C1CCN(C(=O)C2CCC(=O)N(Cc3ccc(Cl)cc3)C2)CC1 (centres undefined)	2%	-1%	9%	1%
CC(C)(C(=O)c1ccccc1)/[N+]([O-])=C/c1ccc(F)cc1	-53%	1%	21%	-3%
C=CCNC(=O)c1ccc(-c2nc3ccccc3nc2-c2ccccc2)cc1	-48%	-2%	29%	2%

More compounds.
SMILES	TCR activator	ASM inhibitor	Integrin act MD	PTAP TSG101 blk
CCc1c(Nc2ccccc2Cl)nc(N)[nH]c1=O	-2%	0%	19%	-2%
CN1OC[C@@H]2CN(Cc3ccccc3)[C@H](c3cccc(N4CCOCC4)c3)C[C@@H]21	9%	7%	-24%	0%
O=S(=O)(Nc1cccnc1)c1cccnc1	-2%	6%	u	-6%
O=C(COC(=O)c1ccc(O)cc1O)NC(=O)Cc1ccccc1	4%	1%	-7%	-6%
O=C(c1ccccc1)N(c1ccccc1)c1ccccc1O	2%	1%	-12%	-7%
Cc1ccccc1C(=O)N1CCC2CC1c1cc(Cl)ccc12 (centres undefined)	-3%	5%	25%	-4%
COc1ccc([N+](=O)[O-])cc1C(=O)NC1CCN(Cc2ccccc2)CC1	0%	4%	-19%	0%
CCCCn1cnc2c(SCc3ccc(Br)cc3)nc(N)nc21	0%	-10%	-15%	-3%
Cc1ccc(CCNc2ccc3ccccc3c2)cn1	4%	19%	25%	-6%
COc1ccccc1CN1CCN(S(=O)(=O)c2ccc(C)cc2)CC1	-20%	0%	-18%	9%
CC1CC(=O)Nc2ccccc2N1 (centres undefined)	-2%	10%	5%	-8%
Cc1ccc(C2C(C(=O)c3cc4ccccc4o3)=C(O)C(=O)N2CCN(C)C)o1 (centres undefined)	-8%	2%	u	-10%
CCCCn1c(N)c(N(CC(C)C)C(=O)c2ccc(OC)c(S(=O)(=O)N3CCOCC3)c2)c(=O)[nH]c1=O	-6%	3%	-12%	0%
O=C(/C=C/c1ccc(Br)cc1)N1CCN(Cc2ccccc2)CC1	-5%	2%	22%	-2%

Full records, looked up by structure. Screens in order: TCR activator | ASM inhibitor | Integrin act MD | PTAP TSG101 blk
`O=C1CN(N=Cc2ccco2)C(=O)N1` across the screens: 4% | 3% | -8% | 1%
`O=S(=O)(Cc1ccccc1)NC1c2ccccc2Oc2ccccc21` across the screens: -7% | u | -17% | -2%
`Cc1ccc(C(=O)NN=Cc2ccc3c(c2)OCO3)cc1` across the screens: 0% | -1% | -16% | -1%
